Screening results (PubChem)
PAFAH2 FP inh: inhibitors of human PAFAH2; Q99487; recombinant PAFAH2, FP-rhodamine activity probe, fluorescence polarization; inhibition, % at 3.39 µM; actives 0.99% (n = 340,000);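 active = inhibition above the mean over all tested compounds plus 3 SD, cut at about 30% in these data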;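 also: inhibitors block probe labeling of enzyme so polarization drops; 0% = enzyme with DMSO and 100% = wells lacking PAFAH2 protein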
AHR act: activates the human aryl hydrocarbon receptor; AID 2796; AHR-responsive luciferase reporter cells, luminescence; P35869; actives 2.5% (n = 320,000); activation, % at 5 µM; in the data active = activation above about 47%;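 also: 0% = vehicle wells and 100% = reference agonist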
TPT1 inhibitor: inhibitors of Candida albicans tRNA 2'-phosphotransferase TPT1. actives 0.81% (n = 300,000). AID 1962. inhibition, % at 5 µM. recombinant caTPT1, FP RNA substrate dephosphorylation;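 active = inhibition above the mean of all tested compounds plus 3 SD, set per screening campaign, cut at about 24% in these data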;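 also: plate controls were DMSO alone for no effect and ferristatin control at 100 nM for full effect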
procasp3 activ: activates human procaspase-3 | P42574 | recombinant procaspase-3 D3A, Ac-DEVD-pNA absorbance 405 nm | activation, % at 8.5 µM | actives 0.11% (n = 330,000) | AID 463141;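 active = activation above the mean of all tested compounds plus 3 SD, cut at about 21% in these data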;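 also: 0% = DMSO alone and 100% = DMSO wells spiked with extra 5 µM PC-3 D3A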
Target sequence (P42574 whole entry D9A/D28A/D175A): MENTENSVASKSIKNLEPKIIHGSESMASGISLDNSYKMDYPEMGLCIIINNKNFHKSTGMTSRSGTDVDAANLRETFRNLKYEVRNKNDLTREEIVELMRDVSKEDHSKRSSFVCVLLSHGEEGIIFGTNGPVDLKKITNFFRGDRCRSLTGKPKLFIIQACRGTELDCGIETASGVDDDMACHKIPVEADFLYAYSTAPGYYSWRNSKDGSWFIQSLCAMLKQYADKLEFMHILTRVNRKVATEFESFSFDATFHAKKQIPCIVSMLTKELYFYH
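Assay system: Procaspase-3 D3A mutant, all three cleavage aspartates alanine. Buffer or medium: Zinc-free HEPES saline buffer with Triton X-100. Times: 1 h compound preincubation, 2 h substrate hydrolysis at 25 °C. Measured by: 405 nm absorbance of p-nitroaniline, reads at 0 and 120 min. Read-out basis: percent activation relative to control range. Replicates: singlicate.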
proCasp7 act: activates human procaspase-7, counter-screen for procaspase-3 activators; P55210; recombinant procaspase-7, Ac-DEVD-pNA absorbance 405 nm; D23A/D198A/D206A triple mutant, cannot self-cleave; scale: DMSO 0, 5 µM enzyme 100; activation, % at 8.5 µM; actives 0.093% (n = 330,000);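 active = percent activation above the screen-wide mean plus 3 SD, cut at about 25% in these data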
Target sequence (P55210 whole entry D23A/D198A/D206A): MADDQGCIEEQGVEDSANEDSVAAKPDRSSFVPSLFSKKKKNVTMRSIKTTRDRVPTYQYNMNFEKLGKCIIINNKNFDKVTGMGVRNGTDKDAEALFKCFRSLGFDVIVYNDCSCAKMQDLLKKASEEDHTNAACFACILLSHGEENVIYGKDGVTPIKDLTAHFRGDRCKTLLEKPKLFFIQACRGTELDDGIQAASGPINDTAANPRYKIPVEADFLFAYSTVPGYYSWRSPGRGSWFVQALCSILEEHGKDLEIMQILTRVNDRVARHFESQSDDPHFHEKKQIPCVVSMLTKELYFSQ
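signal = Epi-absorbance of released pNA at 405 nm, two timepoints | assay system = Uncleavable procaspase-7 mutant enzyme | reagent = Ac-DEVD-pNA substrate, 400 µM as added | times = 1 h enzyme–compound preincubation and 2 h substrate reaction, both 25 °C | benchmarks = low DMSO alone, high DMSO plus 5 µM PC-7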
CTSL1 counter: blocks F. hepatica cathepsin L1 in PFM18AAP counter-screen. recombinant F. hepatica cathepsin L1, Z-Leu-Arg-MCA fluorescence. inhibition, % at 5.96 µM. actives 0.49% (n = 300,000). AID 1906;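 active = inhibition above the mean of all tested compounds plus 3 SD, set per screening campaign, cut at about 17% in these data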;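 also: 0% = plate median of test compound wells and 100% = 1 µM Z-Phe-Ala-diazomethylketone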
PP5 inh: PP5 (human) phosphatase inhibition | P53041 | purified PP5c, OMFP substrate fluorescence | inhibition, % at 6.7 µM | actives 0.18% (n = 320,000) | AID 1987;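 active = inhibition above the campaign's mean inhibition across all tested compounds plus 3 SD, cut at about 9.5% in these data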;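 also: 0% = DMSO only and 100% = 100 µM cantharidin control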
core dimer inh: HCV core protein dimerization inhibition | TR-FRET GST/Flag-core106 dimerization, 1536-well | inhibition, % at 5 µM | AID 1899 | actives 0.33% (n = 300,000);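 active = inhibition above the mean of all tested compounds plus 3 SD, set per screening campaign, cut at about 45% in these data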
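Material: Tagged HCV core106 pair (GST and Flag) | Amount: GST-core106 13.5 nM, Flag-core106 17 nM | Medium: KF-containing HEPES buffer, pH 7.45, DTT, CHAPS, BSA | Reagent: Eu donor and XL665 acceptor anti-tag antibodies | Schedule: 4 h at 22.5 °C | Technique: Time-resolved FRET, ex 340 nm, em 617 and 671 nm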
PP1 counter: counter-screen for PP5 inhibitors: inhibitors of human PP1-alpha. purified PP1alpha, OMFP fluorescence. inhibition, % at 6.7 µM. actives 0.9% (n = 320,000). AID 2235;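 active = inhibition above the mean inhibition of all tested compounds plus 3 SD, computed separately for each screening campaign, cut at about 15% in these data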
Target sequence (P62136 whole entry, looked up): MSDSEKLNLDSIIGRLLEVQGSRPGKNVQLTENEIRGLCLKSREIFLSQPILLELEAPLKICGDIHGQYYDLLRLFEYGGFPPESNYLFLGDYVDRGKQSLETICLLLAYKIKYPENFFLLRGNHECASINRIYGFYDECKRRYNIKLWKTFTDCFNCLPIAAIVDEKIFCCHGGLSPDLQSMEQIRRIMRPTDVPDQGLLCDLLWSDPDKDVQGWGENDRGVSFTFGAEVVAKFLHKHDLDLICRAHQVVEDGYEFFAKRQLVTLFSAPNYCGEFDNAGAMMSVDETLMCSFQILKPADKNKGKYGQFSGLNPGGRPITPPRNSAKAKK
The depositor's hits bear a star; · = no result given.

SMILES	PAFAH2 FP inh	AHR act	TPT1 inhibitor	procasp3 activ	proCasp7 act	CTSL1 counter	PP5 inh	core dimer inh	PP1 counter
COc1ccc(C(=O)NNC(=O)OC(C)(C)C)cc1	-4	1	-4	0	1	7	-0.6	-1	10
CC(C)Oc1ccc(S(=O)(=O)N(C(C)C)C(C)C)cn1	-8	5	-1	2	-4	-1	0.1	-1	1
CC(O)c1nc2ccccc2n1C/C=C/c1ccccc1 (configuration not stated)	1	1	0	17	-11	-2	0.7	-3	0
Cc1ccc2ncnc(Nc3ccc(C)c(C)c3)c2c1	5	50*	0	3	-4	2	-0.1	-7	0
COc1ccc2[nH]c3c(N4CC(C)OC(C)C4)ncnc3c2c1 (configuration not stated)	·	126*	5	-4	-4	1	1.9	-9	6
COC(=O)c1ccccc1NC(=O)C/C(C)=N/NC(=O)CC#N	2	6	8	2	-1	7	-9.3	-9	0
CC1(C)N=C(N)NC(Nc2cccc(Br)c2)=N1	3	10	-5	6	0	-1	-3.2	-8	-4
Cc1ccc(NC(=O)CNC(=O)c2cccc(C)c2)nc1	0	4	-3	-3	-5	1	2.1	1	-1
Cc1nc2ccc(NC(=O)N(C(C)C)C(C)C)cc2s1	-6	1	0	-3	4	0	2.4	4	-6
Cc1ccc(-c2nn3c(C)nnc3c3ccccc23)cc1S(=O)(=O)NC(C)c1ccccc1 (configuration not stated)	-10	-1	-2	-4	1	-3	2.9	3	3
CCN1CCc2c(C#N)c(N3CCCCC3)nc(NCc3ccccc3)c2C1	5	3	-1	-8	-21	2	2.5	-10	7
Cc1ccc(NC(=O)c2ccc([N+](=O)[O-])o2)cc1C	3	1	1	12	1	8	3.7	-1	-1
Cc1cccc(-c2cc(C(=O)N/N=C/c3cccnc3)c3ccccc3n2)c1	-5	29	1	6	4	-6	4.0	0	-3
Cc1cc(Cl)ccc1C(=O)C1CCCN(C(=O)c2cccnc2C)C1 (configuration not stated)	2	2	-1	2	-5	0	0.3	-3	-2
c1ccc(Oc2cccc(OCCCn3cncn3)c2)cc1	1	5	0	-4	10	3	0.1	3	1
CCOC(=O)N1CCC(NCCNC(=O)c2cccc(F)c2)CC1	-2	0	·	2	4	·	2.5	·	-1
Cc1cccc(NC(=O)Cn2c(O)c(N=NC(N)=S)c3ccccc32)c1	-5	13	2	-6	-6	6	-2.5	7	6
CCOC(=O)c1ccc(NC(=O)C23CCC(C)(C(=O)O2)C3(C)C)cc1 (configuration not stated)	3	7	-1	-2	-3	-3	-1.7	-3	-5
O=C1C(=C(O)c2ccccc2)C(=O)c2ccccc21	3	26	2	-5	-4	2	9.2	-12	0
N#Cc1ccc(C(=O)Nc2ccn(-c3ccccc3)n2)cc1	-9	-11	0	-1	-5	1	3.5	5	-3
CCC1CN(C(=O)N2CCC(C(=O)NCc3ccco3)CC2)c2cc(C)ccc2O1 (configuration not stated)	18	4	-4	6	3	10	1.0	3	0
CC(=O)Nc1ccc(S(=O)(=O)Oc2cccc(N3C(=O)C4CCCCC4C3=O)c2)cc1 (configuration not stated)	-5	0	0	6	3	-1	4.2	2	-3
O=Cc1ccc(OCc2ccc3ccccc3c2)cc1	-5	0	0	4	1	-7	4.8	7	1
Cc1ccc(S(=O)(=O)N2CCC(C(=O)OCc3ccc([N+](=O)[O-])cc3)CC2)cc1	8	0	-1	0	3	-2	1.8	2	1
CCn1cc(C(=O)N2CCCC(C(=O)c3ccc4ccccc4c3)C2)cn1 (configuration not stated)	4	11	4	-7	5	4	0.3	-10	-4

Ordered by heavy-atom count (low to high): part of the list above.
SMILES	PAFAH2 FP inh	AHR act	TPT1 inhibitor	procasp3 activ	proCasp7 act	CTSL1 counter	PP5 inh	core dimer inh	PP1 counter
CC1(C)N=C(N)NC(Nc2cccc(Br)c2)=N1	3	10	-5	6	0	-1	-3.2	-8	-4
O=C1C(=C(O)c2ccccc2)C(=O)c2ccccc21	3	26	2	-5	-4	2	9.2	-12	0
Cc1nc2ccc(NC(=O)N(C(C)C)C(C)C)cc2s1	-6	1	0	-3	4	0	2.4	4	-6
Cc1ccc(NC(=O)CNC(=O)c2cccc(C)c2)nc1	0	4	-3	-3	-5	1	2.1	1	-1
N#Cc1ccc(C(=O)Nc2ccn(-c3ccccc3)n2)cc1	-9	-11	0	-1	-5	1	3.5	5	-3
COC(=O)c1ccccc1NC(=O)C/C(C)=N/NC(=O)CC#N	2	6	8	2	-1	7	-9.3	-9	0
CCOC(=O)N1CCC(NCCNC(=O)c2cccc(F)c2)CC1	-2	0	·	2	4	·	2.5	·	-1
CCOC(=O)c1ccc(NC(=O)C23CCC(C)(C(=O)O2)C3(C)C)cc1 (configuration not stated)	3	7	-1	-2	-3	-3	-1.7	-3	-5
Cc1cccc(NC(=O)Cn2c(O)c(N=NC(N)=S)c3ccccc32)c1	-5	13	2	-6	-6	6	-2.5	7	6
CCn1cc(C(=O)N2CCCC(C(=O)c3ccc4ccccc4c3)C2)cn1 (configuration not stated)	4	11	4	-7	5	4	0.3	-10	-4
CCN1CCc2c(C#N)c(N3CCCCC3)nc(NCc3ccccc3)c2C1	5	3	-1	-8	-21	2	2.5	-10	7
Cc1ccc(S(=O)(=O)N2CCC(C(=O)OCc3ccc([N+](=O)[O-])cc3)CC2)cc1	8	0	-1	0	3	-2	1.8	2	1
CCC1CN(C(=O)N2CCC(C(=O)NCc3ccco3)CC2)c2cc(C)ccc2O1 (configuration not stated)	18	4	-4	6	3	10	1.0	3	0
CC(=O)Nc1ccc(S(=O)(=O)Oc2cccc(N3C(=O)C4CCCCC4C3=O)c2)cc1 (configuration not stated)	-5	0	0	6	3	-1	4.2	2	-3
Cc1ccc(-c2nn3c(C)nnc3c3ccccc23)cc1S(=O)(=O)NC(C)c1ccccc1 (configuration not stated)	-10	-1	-2	-4	1	-3	2.9	3	3

Later entries:
SMILES	PAFAH2 FP inh	AHR act	TPT1 inhibitor	procasp3 activ	proCasp7 act	CTSL1 counter	PP5 inh	core dimer inh	PP1 counter
CCOC(=O)c1sc2nc(C)nc(SC(C)C(=O)NC3CC3)c2c1C (configuration not stated)	1	2	·	3	-4	·	3.3	·	3
CCC(=O)N1c2ccc(S(=O)(=O)N3CCN(CC)CC3)cc2CC1C (configuration not stated)	2	3	5	-3	2	-2	-1.6	-5	-7
Cc1ccccc1NC(=O)/C=C/c1cccc(C(F)(F)F)c1	7	-4	-2	0	-2	4	1.9	-4	-4
CCCSc1nnc(-c2ccccc2N)c(=O)[nH]1	7	10	-1	-15	-24	-1	-1.6	-2	3
O=C(NCC(=O)N(c1cccc(F)c1)C(C(=O)NC1CCCC1)c1ccncc1)c1cccs1 (configuration not stated)	1	-3	3	-4	4	-4	1.0	9	-1
CC(C)(C)C(O)(CC#CCN1CCCC1)c1ccccc1 (configuration not stated)	-8	4	3	4	4	0	-2.2	0	-2
NNC(=O)C1CCCn2c1nc1sc3c(c1c2=O)CCCC3 (configuration not stated)	-7	28	-3	13	-8	-1	-0.4	3	5
Cc1c(NC(=O)c2cc(Br)ccc2Cl)cccc1-n1cnnn1	6	4	·	5	2	·	·	·	·
CS(=O)(=O)N1CCC(C(=O)Nc2cc(Cl)c(Cl)cc2Cl)CC1	1	-1	0	-10	-8	-6	2.6	-10	-6
CC(C)(C)c1ccccc1NC(=O)CN1C(=O)NC2(CCCC2)C1=O	-3	0	-3	9	2	0	0.1	13	-3
CC1(C)C(c2ccccc2)=NC(c2ccc(F)cc2)N1O (configuration not stated)	-4	-1	3	-6	-2	1	-1.2	0	-2
O=C(C1CCC(CNS(=O)(=O)c2cccc3cccnc23)CC1)N1CCc2ccccc21 (configuration not stated)	13	12	1	4	8	-1	-0.1	17	-2
COCCn1c(SCC(=O)NC(C)c2ccccc2)nc2ccccc21 (configuration not stated)	-3	4	-2	-8	2	2	-1.7	-9	1
CCOc1cc(/C=C2\COc3ccccc3C2=O)cc(Br)c1OCC(=O)N(C)C	-2	4	10	-7	-16	5	-6.0	9	1
O=C(Nc1ccc(S(=O)(=O)N2CCc3ccccc32)cc1)c1ccc2c(c1)OCO2	-57	6	-2	-6	11	4	2.7	5	-2
Cc1cccc(Nc2c([N+](=O)[O-])cc(C(=O)N3CC(=O)Nc4ccccc43)cc2[N+](=O)[O-])c1	10	3	-1	3	1	3	-1.6	5	6
CN1CCN(NC(=O)/C=C/c2ccc(Br)cc2)CC1	1	2	-6	1	-6	2	0.2	8	-3
CCOC(=O)C1CCCN(C(=O)c2ccc(CS(=O)(=O)c3ccc(C)cc3)o2)C1 (configuration not stated)	7	-3	1	-6	-1	-4	-0.9	11	0
COc1ccc(C(=O)NCc2nnc(SCC(=O)N3CCCc4ccccc43)o2)cc1OC	2	-2	-3	-6	0	1	2.5	-3	-5
Cc1ccccc1CN(C)CCS(=O)(=O)c1cc(Cl)ccc1Cl	-10	4	-2	-1	-9	7	2.7	0	-1
CCN1C(=O)C(C(=O)c2ccccc2)SC1=S (configuration not stated)	3	-2	2	-9	-22	-4	-0.1	2	-6
CCN(CC)c1ccc(NC(=O)Nc2ccccc2)cc1	1	9	-3	-5	-27	5	1.2	-33	0
C/C(=N\NC(=O)CNc1cccc(Cl)c1C)c1cccs1	-5	11	-7	1	-1	4	1.0	6	-12
CCCCNC(=O)CCn1nc(-c2ccc(C)cc2)c2ccccc2c1=O	5	3	-4	0	-5	1	-0.9	-10	2
CC1CCC/C(=C(\C#N)c2nc(-c3cc4ccccc4oc3=O)cs2)C1 (configuration not stated)	-8	9	0	2	-1	-3	3.8	13	-3
Next part
SMILES	PAFAH2 FP inh	AHR act	TPT1 inhibitor	procasp3 activ	proCasp7 act	CTSL1 counter	PP5 inh	core dimer inh	PP1 counter
COc1ccc(N2C(=O)C3ON(C4SC(=S)N(C)C4(C)C)C(c4ccc(Cl)cc4)C3C2=O)cc1 (configuration not stated)	-1	-1	-1	5	-4	-1	2.6	9	1
CC(=O)Nc1ccc(-c2csc(Nc3ncccn3)n2)cc1	-11	15	1	3	14	-2	-1.3	4	-7
OCC[C@H]1C[C@@H](O)[C@H](O)[C@@]2(Cc3ccccc3CCO2)O1	3	-2	-1	5	-2	-3	-0.9	-2	2
Cc1nc2c(sc(=S)n2Cc2ccco2)c(=O)n1CC(=O)Nc1ccccc1Cl	-11	1	0	-1	4	1	0.4	22	-1
COc1ccc(N2CCN(C(=O)COC(=O)c3cnccn3)CC2)cc1	-10	-2	0	5	-1	-12	0.8	-7	-1
COc1ccc(OC)c(NC(=O)CSc2nnc(CNC(=O)c3ccccc3F)o2)c1	-3	6	1	10	2	0	1.7	-15	1
CCn1nc(C(=O)Nc2nc3ccc(C)cc3s2)c2ccccc2c1=O	-2	-4	-1	3	-6	-2	-0.1	-4	-2

Outcome played no part in choosing rows; 5.6% or so of the library scored in one or more.
